TDP1 cell CPT: qHTS for Inhibitors of human tyrosyl-DNA phosphodiesterase 1 (TDP1): qHTS in cells in presence of CPT; chicken DT40 Tdp1-/-;hTDP1 cells + 20 nM CPT, ATP luminescence, 48 h; Potency, µM (top dose mostly 46.2 µM), for inactives: at the highest dose activity change, negative = growth inhibition, most hits filed as inhibitors; actives 12% (n = 420,000); AID 686979, 2013; also: nearly all actives have a fitted effect of over 55% in size
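Chicken DT40 Tdp1-/- cells stably complemented with human TDP1 were seeded at 400 cells/well in medium containing 20 nM camptothecin, exposed to pin-transferred compounds, and grown at 37 °C for at least 48 hr. Viability was read as ATP luminescence.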
TDP1 block: qHTS Assay for Inhibitors of Tyrosyl-DNA Phosphodiesterase (TDP1); Potency, µM (series often up to 130 µM), for inactives: at the top dose activity change, negative = inhibition, usual class: inhibitors; actives 0.28% (n = 350,000); Tyrosyl-DNA phosphodiesterase 1 (Homo sapiens), Q9NUW8; recombinant TDP1, AlphaScreen DNA substrate cleavage; also: nearly all actives have a fitted effect of over 40% in size
Target sequence (Q9NUW8 whole entry, looked up): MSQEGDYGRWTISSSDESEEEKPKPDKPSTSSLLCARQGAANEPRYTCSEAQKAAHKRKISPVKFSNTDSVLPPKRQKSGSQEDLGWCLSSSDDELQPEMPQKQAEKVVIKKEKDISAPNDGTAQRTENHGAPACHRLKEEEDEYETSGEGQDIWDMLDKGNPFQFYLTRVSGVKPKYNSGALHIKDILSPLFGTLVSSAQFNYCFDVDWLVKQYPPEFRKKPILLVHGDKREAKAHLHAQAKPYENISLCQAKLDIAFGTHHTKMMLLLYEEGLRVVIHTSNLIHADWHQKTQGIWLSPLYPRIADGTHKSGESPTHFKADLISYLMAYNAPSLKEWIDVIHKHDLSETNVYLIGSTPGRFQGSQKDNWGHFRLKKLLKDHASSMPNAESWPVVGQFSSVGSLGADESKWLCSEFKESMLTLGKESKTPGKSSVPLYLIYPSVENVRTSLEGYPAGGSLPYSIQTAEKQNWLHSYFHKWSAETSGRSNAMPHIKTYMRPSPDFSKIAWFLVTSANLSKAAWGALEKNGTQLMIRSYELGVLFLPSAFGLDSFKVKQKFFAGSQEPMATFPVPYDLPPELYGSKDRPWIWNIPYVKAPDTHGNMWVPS
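Steps: enzyme plus compound, 15 min RT; add biotin/phosphotyrosine-FITC oligonucleotide (15 nM final), react 5 min; add donor/acceptor beads (10 ug/ml final), 10 min; read AlphaScreen. Tdp1 at 1 nM final.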
TDP1 cell noCPT: qHTS for Inhibitors of human tyrosyl-DNA phosphodiesterase 1 (TDP1): qHTS in cells in absence of CPT; AID 686978, 2013; DT40 Tdp1-/- hTDP1 cells, no CPT, ATP luminescence, 48 h; Potency, µM (doses to about 46.2 µM), inactives show at the highest dose activity change, negative = growth inhibition, actives largely listed as inhibitors; actives 15% (n = 420,000); also: nearly all actives have a fitted effect of over 55% in size
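Compound effects on proliferation are scored in DT40 Tdp1-/-;hTDP1 cells in the absence of CPT. ATP levels (CellTiter-Glo luminescence) are recorded after a ≥48 hr, 37 °C incubation.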
An asterisk follows results filed as active; ? = inconclusive; · = no result given; & = joins results of further samples; [ ] = remark or other dose. Calls follow the shape of the dose curve; as a rule, active = well fitted curve in the direction sought with a large enough effect; inconclusive = small, poorly fitted or top-dose-only effect, or another doubt; inactive = no such curve, though single readings can be large; an effect the other way counts as inactive or inconclusive. % is scaled to controls: 0 for no effect and ±100 for the full control effect; potency is read from the fitted curve at half-maximal effect. Rows are unselected. About 18% of those tested had a hit in this group.

Values run as follows: TDP1 cell CPT	TDP1 block	TDP1 cell noCPT
COC(=O)c1c(C)[nH]c(C(=O)C(C)OC(=O)c2c(C)noc2C)c1C (centres undefined)
    ?	0%	?
CCCCC(=O)OC1=C(C(=O)c2ccccc2)N(C)S(=O)(=O)c2ccccc21
    ?	7%	23µM*
Cc1ccc(S(=O)(=O)N2CCCc3ccccc32)cc1C
    12µM*	·	9.2µM*
COc1ccc(-n2nnc3c(=O)n(Cc4cccc(C)c4)cnc32)cc1
    -2%	-1%	-27%
CCC(C#CCN1CCCCC1)(CC)OCCC#N
    1%	-7%	-16%
CC(C)=C1C2CCC1C(C(=O)Nc1sc(C)c(-c3ccc(C(C)C)cc3)c1C(N)=O)C2C(=O)O (centres undefined)
    16µM*	8%	16µM*
NC(=O)CCCCC(=O)OCCCc1cccs1
    -4%	-7%	-9%
COc1ccc(Cc2nc3ccc(C(=O)NCc4ccccc4Cl)cc3o2)cc1
    16µM*	3%	16µM*
NS(=O)(=O)c1ccc(CNC(=O)COc2ccc3c4c(c(=O)oc3c2)CCCC4)cc1
    -19%	-15%	-4%
C[C@@H]1CN([C@@H](C)CO)C(=O)CCCn2nncc2CO[C@H]1CN(C)S(=O)(=O)c1ccc(Oc2ccccc2)nc1
    -20%	·	-19%
COc1ccc(-n2c(C)cc(C(=O)COC(=O)Cc3n[nH]c(=O)c4ccccc34)c2C)cc1
    12µM*	8%	9.2µM*
CCOC(=O)CC1CCCCN1C(=O)CCCn1nnnc1CN1CCC(C)CC1 (centres undefined)
    ?	4%	-13%
Cc1ccc(C(=O)Nc2cccc(-c3nc(CNC(=O)c4ccccc4-n4cccn4)c(C)o3)c2)s1
    -16%[9.04 µM]	·	?
O=[N+]([O-])c1c(C(Cl)Cl)nn(-c2ccccc2)c1N1CCOCC1
    ?	4%	-27%
CC(C)C(=O)Nc1ccc(NC(=O)c2ccc3c(c2)OCO3)cc1
    -1%	·	?
CCOc1ccc(C(C)=O)cc1COC(=O)CNC(=O)c1cccs1
    -9%	·	-6%
CC(Oc1ccc(C#N)cc1)C(=O)N1CC=C(c2ccccc2)CC1 (centres undefined)
    ?	0%	?
Cc1cccn2c(=O)c3cc(C(=O)NC4CCS(=O)(=O)C4)n(Cc4ccccc4)c3nc12 (centres undefined)
    -5%	0%	2%
CC(C)OC(=O)C(C#N)c1nc2ccccc2nc1N1CCCC1 (centres undefined)
    -21%	-1%	?
Cc1c(C(c2ccccc2O)c2c(C)n(C)n(-c3ccccc3)c2=O)c(=O)n(-c2ccccc2)n1C
    -1%	6%	-21%
CCN(CC(=O)NCc1cccs1)C(=O)COc1cccc(C(F)(F)F)c1
    -26%	0%	-1%
c1ccc2c(CNn3cnnc3)cccc2c1
    -4%	0%	6%
COCC(=O)NCc1nc2ccccc2[nH]1
    -1%	8%	12%
COC(=O)Cc1c(C)c2ccc3c(c2oc1=O)CN(Cc1ccccc1Cl)CO3
    ?	-1%	?
CCCCNC(=O)c1ccc2c(c1)N(C)C(=O)c1ccccc1S2
    ?	·	?
CC[C@]12c3[nH]c4ccc(Cl)cc4c3CCN1C(=O)[C@@H](CC(=O)NC(C)(C)C)C[C@@H]2C(=O)N1CCN(C(=O)c2ccco2)CC1
    15µM*	2%[56.1 µM]	18µM*
c1ccc(Oc2ccc(-c3ccnc4nc(N5CCOCC5)nn34)cc2)cc1
    15µM*	3%	16µM*
CN(C)c1cccc(NC(=O)CCc2ccccc2)c1
    -2%	7%	-13%
COc1cccc(NC(=O)CN(C)C(=O)c2cccc(S(=O)(=O)N3CCN(c4ccccc4)CC3)c2)c1
    ?	3%	-59%
CCN1CCN(CCCNC(=O)CS(=O)(=O)Cc2nc(-c3cccc(OC)c3)oc2C)CC1
    -15%&-11%	5%&2%	0%&-18%
CSCCC(NS(=O)(=O)c1ccccc1F)C(=O)NCc1cccs1 (centres undefined)
    -8%	0%	-1%
CC1CCCC(NC(=O)C2CCN(S(=O)(=O)c3cccc4nonc34)CC2)C1C (centres undefined)
    0%	7%	-12%
COc1ccc(-c2c(-c3ccc(C#N)cc3)oc(=O)c3cc(OC)c(OC)cc23)cc1
    ?	-1%	16µM*
CCOC(=O)c1cc2occc2n1CC(=O)N1CCN(C(=O)c2ccco2)CC1
    -18%	5%	-22%
Cc1cc(C(=O)N(Cc2nnc(-c3ccc(Cl)cc3)o2)C(C)C)c2ccccc2n1
    ?	3%	15µM*
CCOCc1cc(=O)[nH]c(SC)n1
    -5%	·	-17%
CC(=O)Nc1ccc2c(c1)Cc1c(F)cccc1-2
    -7%	·	-4%
Cc1ccc(C(=O)NN2C(=O)C3C4C=CC([C@@H]3C2=O)C42CC2)cc1 (some centres undefined)
    -1%	·	-4%
C[C@H]1C[C@H]2[C@@H]3CCC4=CC(=O)C=C[C@]4(C)[C@H]3C(=O)C[C@]2(C)[C@@]1(O)C(=O)CO
    -12%	·	-25%
Cc1c([N+](=O)[O-])cnc2ccccc12
    -10%	·	?
CCNc1ccc(C(=O)OCC(=O)N2CCCC2)cc1[N+](=O)[O-]
    ?	5%	?
COc1ccc(Cl)cc1N/C(N)=N/c1nc(C)cc(C)n1
    -17%	2%	-19%
CCCCC(=O)Nc1cccc(C(=O)Nc2ccccc2C(=O)O)c1
    -4%	3%	-29%
CC(C)(C)c1ccc(Nc2n[nH]c3ccccc23)cc1
    ?	·	?
O=C(O)C1CCCN(C(=O)c2cccc3ccccc23)C1 (centres undefined)
    -12%	10%	-9%
C[C@H]1CN(CCc2ccccc2)C(=O)[C@@H]1CC(=O)NCc1ccccc1
    ?	·	?
Cc1ccc2c(c1)N(CC(=O)N1CCCCCC1)C(=O)CO2
    ?	4%	-3%
COc1ccc(C(=O)N2CCC3(CCCN(C(c4ccccc4)c4ccccc4)C3)CC2)cc1
    21%	·	-3%
Brc1cccc2sc(N3CCCC3)nc12
    3%	-1%	-5%
Cc1cc(C)c(C(=O)COC(=O)c2nn(C)c(=O)c3ccccc23)cc1C
    -18%	1%	-7%

Of the compounds above, two have a furan ring, fused or not.
Values run as follows: TDP1 cell CPT	TDP1 block	TDP1 cell noCPT
CC[C@]12c3[nH]c4ccc(Cl)cc4c3CCN1C(=O)[C@@H](CC(=O)NC(C)(C)C)C[C@@H]2C(=O)N1CCN(C(=O)c2ccco2)CC1
    15µM*	2%[56.1 µM]	18µM*
CCOC(=O)c1cc2occc2n1CC(=O)N1CCN(C(=O)c2ccco2)CC1
    -18%	5%	-22%

(listing goes on)
Values run as follows: TDP1 cell CPT	TDP1 block	TDP1 cell noCPT
NC(=O)c1c(NC(=O)Cn2cc([N+](=O)[O-])cn2)sc2c1CCCC2
    ?	2%	?
CCOC(=O)CSc1nc2cc(C)cc(C)c2cc1C#N
    -23%	-10%	?
COc1cccc(-c2ccnc(-n3ncc(C(=O)N(C)CCc4ccccn4)c3C)n2)c1
    17%	·	-23%
Cc1cccc(NCc2ccc(O)c3ncccc23)c1C
    ?	8%	15µM*
CCO[C@@H]1OC(C(=O)NCc2ccccc2)=C[C@H](c2csc3ccccc23)[C@H]1CCCO
    ?	8%	?
Cc1csc2nc(COC(=O)CNC(=O)c3ccc(Cl)cc3)cc(=O)n12
    3%	1%	-9%
Cc1cc2c(c(=O)o1)C1(C)CC(C)(O2)c2c(cc(C)oc2=O)O1
    -7%	·	-10%
CC(NC(=O)/C(C#N)=C1\N=C(NC(=O)c2cccs2)c2ccccc21)c1ccccc1 (centres undefined)
    ?	5%	16µM*
Cn1cccc1C(=O)N1CCC2(CC1)CCN(c1cccc(-c3ccccc3)c1)CC2
    16µM*	·	?
COc1ccc(-c2nc(CCNC(=O)c3ccco3)cs2)cc1OC
    ?	0%	21µM*

2 records drawn at random from those above, as already listed:
Values run as follows: TDP1 cell CPT	TDP1 block	TDP1 cell noCPT
CCOC(=O)c1cc2occc2n1CC(=O)N1CCN(C(=O)c2ccco2)CC1
    -18%	5%	-22%
COc1cccc(NC(=O)CN(C)C(=O)c2cccc(S(=O)(=O)N3CCN(c4ccccc4)CC3)c2)c1
    ?	3%	-59%

Whole records, looked up by structure.
Cc1cccc(NCc2ccc(O)c3ncccc23)c1C as listed: TDP1 cell CPT = ?; TDP1 block = 8%; TDP1 cell noCPT = 15µM*
COc1ccc(-c2nc(CCNC(=O)c3ccco3)cs2)cc1OC as listed: TDP1 cell CPT = ?; TDP1 block = 0%; TDP1 cell noCPT = 21µM*

The list continues:
Values run as follows: TDP1 cell CPT	TDP1 block	TDP1 cell noCPT
Cc1ccccc1OCc1nnc(SCCN2CCCC2)n1-c1ccccc1
    23µM*	-2%	21µM*
CC(=NCCCn1ccnc1)C1=C(O)c2ccccc2C1=O
    4%	7%	-8%
O=C(NCc1cccs1)C1CCN(c2nc3ccccc3o2)CC1
    ?	2%	-25%
C=CCOc1ccc(/C=C2\SC(=S)N(C(C(=O)O)c3ccccc3)C2=O)cc1 (centres undefined)
    4%	6%	-11%
CC(C)Nc1nc(NC(C)C)nc(Oc2ccc(/C=N/O)cc2)n1
    1%	-3%	-21%
S=c1[nH]nc(Cc2cccs2)n1-c1cccc2ccccc12
    -4%	8%	?
CN1CCCN(C2C3CC4CC(C3)CC2C4)CC1 (centres undefined)
    -9%	·	-14%
Fc1cccc(NC(=S)NNc2c3ccccc3nc3ccccc23)c1
    1.3µM*	11%	0.92µM*
COc1ccc(OC(=O)C2CC(=O)N(c3ccc(C)cc3)C2)cc1 (centres undefined)
    11%	3%	-12%
CCC(=O)NCc1c(Cl)cccc1-n1cccc1
    -16%	5%	-10%
COC(=O)C1=C(C)Nc2ncnn2C1c1ccc(OCc2ccccc2)cc1 (centres undefined)
    -9%	1%	?
CCN(CC)CCCN(C(=O)c1ccco1)c1nc(-c2ccc(Cl)cc2)cs1
    ?	·	?
CCCN(CC(=O)Nc1ccccc1C)C(=O)CC(NC(=O)c1ccccc1)c1ccccc1 (centres undefined)
    ?	1%	?
Cc1cc(C)c2[nH]c3nc(SCC(=O)O)nnc3c2c1
    -12%	·	2%
COc1ccc(NC(=S)NNc2ccc([N+](=O)[O-])cc2S(=O)(=O)Nc2ccc(C)cc2C)cc1
    -22%	13%	?
COc1ccc(CCC(=O)N2CCN(S(=O)(=O)c3cccc(Cl)c3)CC2)cc1
    ?	2%	?
Cc1onc(-c2ccccc2Cl)c1C(=O)NCC1CCCO1 (centres undefined)
    -17%	0%	-2%
CCOC(=O)c1sc(NC(=O)CCN2CCC(C)CC2)c(C(=O)OCC)c1C
    5%	-3%	-13%
O=C(NCC(=O)N1CCN(S(=O)(=O)c2ccc3c(c2)OCCO3)CC1)c1ccccc1Cl
    -12%	1%	-20%
Nc1ncnc2c1ncn2[C@@H]1O[C@H](CNS(=O)(=O)c2ccc3c(c2)CCN(C(=O)C(F)(F)F)C3)[C@@H](O)[C@H]1O
    -15%	0%[56.1 µM]	-3%
O=C(NC(=S)Nc1ccc(Cl)c(C(=O)O)c1)c1ccco1
    18%	-2%	1%
COc1ccc(-n2c(SCC(=O)N3CCCCC3)nc(O)cc2=O)cc1
    0%	-7%	6%
O=C(c1ccc(Cl)c([N+](=O)[O-])c1)N1CCN(c2ccccc2)CC1
    ?	5%	?
COC(=O)CSc1nnc(COc2ccc([N+](=O)[O-])cc2)n1C
    13%	-5%	21%
O=C(NC1(C(F)(F)F)NC(=O)N(C2CCCCC2)C1=O)c1ccco1 (centres undefined)
    29%	3%	-3%
C/C(=N\Nc1nc(N)cc(Cl)n1)c1ccc(F)cc1
    1%	7%	1%
O=[N+]([O-])c1ccc2nc(-c3ccncc3)[nH]c2c1
    ?	-1%	?
COc1cccc(-c2cc(C(F)(F)F)c(C#N)c(=O)[nH]2)c1
    ?	3%	?
CCOc1ccccc1CNCCCSc1nnnn1C
    -1%	7%	-15%
O=C(CSc1nc(=O)n(Cc2ccccn2)c2c1CCC2)Nc1ccccc1
    0%	3%	-22%
CC(C)NC(=O)c1sc2ncccc2c1-n1cccc1
    ?	4%	2.6µM*
CCOc1ccc(Oc2ccc(C(F)(F)F)cc2N)cc1
    ?	-2%	?
Cc1ccc(C2CC(c3cccs3)=NN2C(=O)CSC2=NN3CCCC(=O)N=C3S2)cc1 (centres undefined)
    13µM*	9%	?
O=c1nc2n(c3ncccc13)CCC2
    2%	3%	3%
Cc1cccc(Nc2nc(N)c([N+](=O)[O-])c(N3CC(C)OC(C)C3)n2)c1 (centres undefined)
    ?	·	?
CCCNC(=O)CN1CCN(c2cc3ccccc3c(Cl)n2)CC1
    ?	0%	16µM*
Cc1nc(-c2cnn(-c3ccccc3)c2)c2cc(C)oc2n1
    ?	3%	18µM*

Source: PubChem (National Center for Advancing Translational Sciences (NCATS))
